proCasp3 act: activates human procaspase-3; activation, % at 8.5 µM; recombinant procaspase-3 D3A, Ac-DEVD-pNA absorbance 405 nm; hit rate 0.11% among 330,000; P42574;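 active = activation above the mean of all tested compounds plus 3 SD, cut at about 21% in these data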;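 also: 0% = DMSO alone and 100% = DMSO wells spiked with extra 5 µM PC-3 D3A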
Target sequence (P42574 whole entry D9A/D28A/D175A): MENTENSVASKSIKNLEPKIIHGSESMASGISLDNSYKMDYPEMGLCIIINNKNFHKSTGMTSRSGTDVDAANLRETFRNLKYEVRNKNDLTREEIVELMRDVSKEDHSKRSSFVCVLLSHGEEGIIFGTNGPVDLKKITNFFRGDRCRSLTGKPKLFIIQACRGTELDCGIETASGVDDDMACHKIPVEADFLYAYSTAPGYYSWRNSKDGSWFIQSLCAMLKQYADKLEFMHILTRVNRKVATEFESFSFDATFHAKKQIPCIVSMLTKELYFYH
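Test system: Procaspase-3 D3A mutant, all three cleavage aspartates alanine | Dosing: Single dose, 8.5 µM nominal compound, 0.8% DMSO | Schedule: 1 h preincubation, 2 h reaction | Technique: 405 nm absorbance of p-nitroaniline, reads at 0 and 120 min | Repeats: One well per compound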
PP5 primary: PP5 (human) phosphatase inhibition | P53041 | purified PP5c, OMFP substrate fluorescence | inhibition, % at 6.7 µM | hit rate 0.18% among 320,000;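 active = inhibition above the campaign's mean inhibition across all tested compounds plus 3 SD, cut at about 9.5% in these data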;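 also: 0% = DMSO only and 100% = 100 µM cantharidin control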
proCasp7 act: counter-screen: procaspase-7 (human) activation; P55210; hit rate 0.093% among 330,000; recombinant procaspase-7, Ac-DEVD-pNA absorbance 405 nm; D23A/D198A/D206A triple mutant, cannot self-cleave; scale: DMSO 0, 5 µM enzyme 100; AID 463210; activation, % at 8.5 µM;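 active = percent activation above the screen-wide mean plus 3 SD, cut at about 25% in these data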
Target sequence (P55210 whole entry D23A/D198A/D206A): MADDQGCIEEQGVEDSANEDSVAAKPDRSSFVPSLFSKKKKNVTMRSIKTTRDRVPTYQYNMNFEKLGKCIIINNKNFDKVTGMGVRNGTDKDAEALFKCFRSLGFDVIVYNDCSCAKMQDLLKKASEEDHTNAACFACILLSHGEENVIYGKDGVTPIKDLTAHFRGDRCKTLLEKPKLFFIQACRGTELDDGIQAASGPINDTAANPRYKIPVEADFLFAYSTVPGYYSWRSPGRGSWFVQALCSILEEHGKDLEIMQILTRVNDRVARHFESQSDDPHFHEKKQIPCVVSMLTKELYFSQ
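Material: Procaspase-7 triple mutant (PC-7 D3A) | Quantity: 2 µM procaspase-7 mutant as dispensed | Reagent: DEVD-pNA substrate | Times: 1 h preincubation, 2 h reaction | Technique: 405 nm absorbance of p-nitroaniline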
CTSL1 counter: cathepsin L1 inhibition, PFM18AAP counter-screen; recombinant F. hepatica cathepsin L1, Z-Leu-Arg-MCA fluorescence; hit rate 0.49% among 300,000; inhibition, % at 5.96 µM;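 active = inhibition above the mean of all tested compounds plus 3 SD, set per screening campaign, cut at about 17% in these data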;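 also: 0% = plate median of test compound wells and 100% = 1 µM Z-Phe-Ala-diazomethylketone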
GASC-1 inh: blocks human GASC-1 demethylase activity; GST-JMJD2C(1-420) H3K9me3 demethylation, DELFIA europium; hit rate 0.069% among 330,000; Q9H3R0; inhibition, % at 2.35 µM;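 active = more than half of a compound's replicate wells show inhibition beyond 50%, single wells judged on their own value; inconclusive = some, but no more than half, of replicates pass 50% inhibition; inactive = no replicate passes 50% inhibition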;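 also: signal counts dimethyl H3K9 product captured on neutravidin plate; 0% = median of DMSO wells and 100% = 0.3 times that DMSO median; strong numbers were not always called active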
Target sequence (Q9H3R0 1-420 limits assumed): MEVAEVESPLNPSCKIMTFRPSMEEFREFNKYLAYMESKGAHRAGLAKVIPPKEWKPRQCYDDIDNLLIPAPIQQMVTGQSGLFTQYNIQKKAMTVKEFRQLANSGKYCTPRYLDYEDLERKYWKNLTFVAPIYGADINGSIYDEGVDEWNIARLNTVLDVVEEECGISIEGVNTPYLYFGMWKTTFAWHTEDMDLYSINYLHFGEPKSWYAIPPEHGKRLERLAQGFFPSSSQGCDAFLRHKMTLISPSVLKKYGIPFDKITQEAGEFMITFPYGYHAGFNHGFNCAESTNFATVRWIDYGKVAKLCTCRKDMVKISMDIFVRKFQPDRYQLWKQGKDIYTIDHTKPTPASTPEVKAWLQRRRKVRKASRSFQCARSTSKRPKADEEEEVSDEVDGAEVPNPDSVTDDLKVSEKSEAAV
Efflux pump mplx: inhibitors of Candida antifungal efflux pumps expressed in yeast; inhibition, % at 10 µM; S. cerevisiae Candida pump triplex, Nile Red efflux; hit rate 0.44% among 330,000; AID 485275;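 active = plate passing quality check with inhibition over a set limit, or well fluorescence over plate mean plus 4 SD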;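 also: Nile Red retained in pooled yeast measured as flow cytometry median fluorescence; 0% = buffer negative control and 100% = Enniatin B positive control; higher means more Nile Red kept so more efflux inhibition; some compounds called inactive have numbers as strong as hits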
PP1 inh: counter-screen for PP5 inhibitors: inhibitors of human PP1-alpha; purified PP1alpha, OMFP fluorescence; inhibition, % at 6.7 µM; hit rate 0.9% among 320,000;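 active = inhibition above the mean inhibition of all tested compounds plus 3 SD, computed separately for each screening campaign, cut at about 15% in these data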
TPT1 inhibitor: C. albicans TPT1 enzyme inhibition. recombinant caTPT1, FP RNA substrate dephosphorylation. inhibition, % at 5 µM. hit rate 0.81% among 300,000;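 active = inhibition above the mean of all tested compounds plus 3 SD, set per screening campaign, cut at about 24% in these data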;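 also: plate controls were DMSO alone for no effect and ferristatin control at 100 nM for full effect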
HCV core dimer: HCV core protein dimerization inhibition; TR-FRET GST/Flag-core106 dimerization, 1536-well; inhibition, % at 5 µM; hit rate 0.33% among 300,000; AID 1899;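 active = inhibition above the mean of all tested compounds plus 3 SD, set per screening campaign, cut at about 45% in these data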
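System: GST-tagged and Flag-tagged HCV core protein residues 1-106 / Input: core106 proteins, GST 13.5 nM and Flag 17 nM / Buffer or medium: KF-containing HEPES buffer, pH 7.45, DTT, CHAPS, BSA / Probe or stimulus: Eu-anti-GST and XL665-anti-Flag labelled anti-tag antibodies / Schedule: 4 h, 22.5 °C incubation / Technique: TR-FRET 671 and 617 nm emission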
Numbers without * were called inactive; ? = inconclusive; . = not tested or not shown; & = joins results of further samples.

SMILES | proCasp3 act | PP5 primary | proCasp7 act | CTSL1 counter | GASC-1 inh | Efflux pump mplx | PP1 inh | TPT1 inhibitor | HCV core dimer
CC1(N2CCOCC2)C(=O)c2ccccc2C1=O | 3 | -0.9 | 4 | 1 | -38 | 0.0 | 0 | -6 | -5
CCc1ccc(C(=O)COC(=O)C(CCSC)NC(=O)c2ccccc2)cc1 (stereo not given) | -8 | 3.6 | 3 | 3 | -3 | 0.0 | 1 | -2 | 8
C=CCNC(=O)/C(C#N)=C/c1c(N2CCN(c3ccccc3)CC2)nc2c(C)cccn2c1=O | 0 | 0.4 | 2 | 1 | -2 | -0.1 | 2 | -2 | 21
O=C(O)Cn1cnc2c(oc3ccccc32)c1=O | 0 | -0.6 | 4 | -1 | 10 | 0.6 | 0 | 2 | 4
COCCn1c(SCC(=O)NNC(=O)c2ccccc2)nc2ccccc21 | -1 | . | 12 | . | 2 | -0.1 | . | . | .
O=c1[nH]c(-c2ccccc2F)nc2c1sc(=S)n2Cc1ccccc1 | 1 | -1.6 | 0 | 5 | 2 | -0.1 | -2 | -3 | 15
CC(=O)Nc1cccc(C(=O)NNC(=O)c2ccccc2-n2cccc2)c1 | 4 | 0.7 | 0 | . | . | 0.0 | -2 | . | .
CC(=O)NC(CC(=O)OCc1ccc([N+](=O)[O-])cc1)c1ccccc1 (stereo not given) | 5 | 0.1 | 8 | 0 | -4 | 0.1 | -4 | 4 | 13
COc1ccc(C(=O)N2CCCCC2)cc1S(=O)(=O)Nc1ccccc1 | -4 | 2.5 | 6 | -3 | . | -0.1 | -3 | -2 | 1
Cc1[nH]nc2c1/C(=N\O)CCC2 | 7 | 0.1 | 10 | 1 | -12 | -0.1 | -2 | 0 | 6
CCc1c(C2(O)CCCCC2)[nH]c2cc(C(F)(F)F)ccc12 | -3 | 9.4 | -5 | 6 | -4 | 0.1 | 6 | -4 | 4
COc1ccc(N2CCN(C(=O)COC(=O)CCc3ccccc3)CC2)cc1 | -7 | 0.8 | -4 | . | -4 | 0.0 | 3 | . | .
c1ccc(OCCSc2nnc3sc4ccccc4n23)cc1 | 4 | 2.0 | 3 | -1 | 4 | 0.2 | 2 | 4 | 2
O=S(=O)(c1cccs1)N1CCc2ccccc2C1 | 7 | -0.6 | 5 | 5 | 24 | -0.1 | -1 | -4 | -6
CCOC(=O)c1cnc(-c2ccccc2)nc1N | -1 | -0.9 | 12 | 1 | -29 | 0.0 | -4 | 4 | -4
CC(C)OP(=O)(c1ccc(N(C)C)cc1)C(O)c1c(Cl)cccc1Cl (stereo not given) | -2 | 4.3 | -5 | 0 | -2 | 0.2 | -3 | 0 | 4
O=C1CCC(C(=O)Nc2cccc(S(=O)(=O)N3CCOCC3)c2)N1 (stereo not given) | 4 | -0.5 | 8 | -1 | -2 | 0.0 | -3 | -5 | -1
O=C(NCc1ccc(Cl)cc1)c1cccc(NC2=NC3CS(=O)(=O)CC3S2)c1 (stereo not given) | -3 | 2.3 | 1 | -2 | 6 | -0.1 | -2 | -2 | 7
CCCCC(=O)Nc1cc(C)c(NC(=O)c2ccco2)cn1 | 2 | -2.3 | -10 | -3 | 12 | 0.1 | -1 | 2 | -4
Cc1occc1C(=O)O/N=C(\N)c1ccccc1 | 10 | -0.2 | 15 | 2 | 5 | 0.0 | 0 | 0 | 2
O=C(NC(=S)Nc1ccc(C(F)(F)F)cc1)c1csnn1 | -2 | 3.4 | -3 | -1 | -1 | 0.0 | -1 | -1 | 6
O=C(Cc1cccs1)NCCc1ccc(Cl)cc1 | -3 | 0.1 | 3 | 0 | -3 | 0.0 | -3 | 1 | 2
O=C(CN(CC1CCCO1)C(=O)CCC(=O)Nc1nccs1)NCc1ccccc1 (stereo not given) | 10 | 0.9 | -4 | -4 | 0 | 0.0 | -1 | -3 | -13
CCn1c(=O)n(CC)c2cc(N3CCCC3)c(NC(=O)c3ccccc3Br)cc21 | -13 | 0.7 | 8 | -5 | -5 | -0.2 | 0 | 0 | -13
CC(=O)Nc1ccc(C)cc1 | 5 | 0.4 | 14 | . | 11 | 0.0 | -5 | . | .
CC(=O)CSc1nnc(-c2ccncc2)n1C | 5 | -0.8 | 4 | 5 | -3 | -0.1 | -4 | -5 | 4
CC(=O)Nc1sc(C)c(C)c1C(=O)OCC(=O)N(CC(C)C)C1CCS(=O)(=O)C1 (stereo not given) | -6 | -0.3 | -1 | 1 | 0 | -0.3 | -1 | 2 | 0
CCCC#Cc1ccc2c(c1)COc1c3ccccc3nn1-2 | 4 | -2.2 | -15 | 1 | 1 | . | 1 | -1 | -4
Cn1c(=O)c2c(nc(SCC(=O)O)n2Cc2cc3c(cc2Cl)OCO3)n(C)c1=O | -7 | 0.9 | -15 | 0 | -8 | -0.1 | -2 | -2 | -2
Cc1ccc(N2C(=O)N3[C@H](c4cccc(C)c4)[C@@H]4C(=O)N(Cc5ccccc5)C(=O)[C@@H]4[C@]3(C)C2=O)cc1 | 2 | 0.7 | -10 | 1 | -1 | 0.0 | 5 | 0 | 9
COCC1CCCN(C(=O)c2ccc(OC3CCN(Cc4ccccn4)CC3)cc2)C1 (stereo not given) | -7 | 3.0 | -9 | -7 | 6 | 0.2 | -3 | -4 | -9
C/C(=N\Nc1nc(-c2ccccn2)nc2ccccc12)c1ccc(F)cc1 | -10 | 2.3 | -1 | -4 | -10 | 0.0 | -2 | 1 | -5
CCN1CCN(CCNC(=O)c2ccc3c(c2)N(Cc2ccc(F)cc2)C(=O)/C(=C/c2ccccc2)S3)CC1 | -1 | 1.3 | 1 | 6 | 1 | 0.1 | 0 | -2 | -12
COc1ccccc1NS(=O)(=O)c1ccc(C(=O)NCCCN2CCCC2=O)cc1 | 10 | 2.3 | -9 | . | 3 | 0.1 | -3 | . | .
c1cncc(-c2nc3ccccc3o2)c1 | -8 | 1.0 | 7 | 3 | -16 | -0.1 | 1 | 12 | 1
CCC(C)Sc1ccc([C@H]2N[C@@](Cc3ccccc3)(C(=O)OC)[C@H]3C(=O)N(C)C(=O)[C@@H]23)cc1 (stereo not given in full) | -8 | 2.2 | 10 | 0 | ? | 0.3 | -4 | 1 | 14
COc1cccc(-c2nn(-c3ccccc3)cc2CN(C)Cc2ccno2)c1 | 1 | 5.2 | -5 | 0 | 1 | 0.5 | -7 | 4 | -8
Cc1nn(-c2ccc(Cl)c(Cl)c2Cl)c(=O)c2ccccc12 | -5 | 0.0 | 12 | -2 | 5 | 0.1 | 2 | 0 | 2
O=C(CSc1ccccn1)Nc1cccc2ccccc12 | -5 | 1.6 | -11 | -3 | 10 | 0.1 | 7 | -3 | 6
C=CCSc1nnc(-c2cc3c(-c4ccccc4)nn(C)c3s2)n1C | -4 | 2.4 | 1 | 5 | 1 | 0.1 | -6 | 1 | 15
COc1ccc(CC(=O)c2ccccc2C(=O)O)cc1 | -1 | 0.7 | 2 | 0 | ? | 0.0 | 5 | 0 | -7
Cc1cc(Cl)c(OCCCNC2CCCC2)c(Br)c1 | 4 | 0.1 | 1 | 1 | 4 | 0.0 | 0 | -2 | 3
CC(Oc1ccc(Cl)cc1Cl)C(=O)N/N=C1\CCCc2ccccc21 (stereo not given) | 2 | 0.3 | 9 | -2 | 9 | -0.1 | -1 | 0 | 1
CSc1nnc2c(n1)OC(c1ccccn1)N(C(C)=O)c1ccccc1-2 (stereo not given) | -5 | -2.9 | -3 | 4 | 2 | -0.2 | -2 | -4 | 3
O=S(=O)(c1ccccc1)N1CCN(C(c2ccccc2)c2ccc(OC(F)(F)F)cc2)CC1 (stereo not given) | -7 | 2.0 | -10 | 4 | -12 | 0.5 | 0 | 1 | 6
CN(C)c1cccc(NC(=O)C2(C)CC2(Cl)Cl)c1 (stereo not given) | 5 | 0.9 | -1 | -3 | -13 | -0.7 | 0 | -2 | -3
CCc1ccc(NC(=O)Cn2c(SC)nc3ccccc32)cc1 | -1 | 3.7 | 2 | -1 | -1 | 0.0 | 2 | 0 | 3
CC(C1CC2CCC1C2)N1CC(O)=C(c2nc3ccccc3[nH]2)C1=N (stereo not given) | 6 | 1.0 | 10 | 1 | 2 | -0.1 | 3 | 6 | 1
CC1(C)CC(=O)c2cnc(NC(=O)CSc3nc4ccccc4o3)nc2C1 | -2 | 2.5 | -7 | -2 | -1 | -0.1 | -3 | 1 | -1
Cc1nn(C)c(C)c1CN(C)C(=O)c1cc2n(n1)C(C(F)(F)F)CC(c1cccs1)N2 (stereo not given) | 8 | 0.5 | 4 | 7 | -6 | -0.1 | 1 | -3 | 3
COc1ccc(C(=O)c2sc(Nc3ccccc3)c(C(=O)Nc3ccc(OC)c(OC)c3)c2N)cc1 | -20 | 3.6 | -12 | 1 | -2 | -0.1 | 2 | 3 | 25
CCOC(=O)c1cnc(SCC(=O)Nc2ccc(NC(C)=O)c(OC)c2)nc1N | 8 | 2.6 | 4 | -5 | 1 | 0.3 | -3 | -1 | -2
COc1ccc(NC(=O)c2c(NC(=O)CCC(=O)O)sc(-c3ccccc3)c2C)cc1 | 3 | -0.1 | -18 | 2 | -2 | -0.1 | -1 | -3 | -2
Cc1nc2cc(N3CCN(C)CC3)c(NC(=O)Cc3ccccc3)cc2c(=O)n1Cc1ccccc1 | -4 | -1.2 | 3 | 0 | -11&-14 | 0.1 | 2 | 1 | 5
CCn1c(SCC(=O)Nc2nc(-c3ccccc3)cs2)nnc1-c1ccccc1O | 1 | 2.5 | 2 | 3 | 7 | -0.3 | 5 | -1 | 18
Cc1ccc(C(=O)OCC(=O)N2CCCCCC2)cc1S(=O)(=O)N1CCOCC1 | -5 | . | 7 | . | -3 | 0.0 | . | . | .
O=C(NCCC1=CCCCC1)N[C@@H](Cc1ccccc1)C(=O)O | 1 | 0.8 | -2 | 0 | -2 | 0.1 | 2 | -1 | -1
CN=C1C([N+](=O)[O-])=CC=C2C1=NC1(CCCCC1)N2O | -5 | -2.3 | 3 | 1 | -8 | -0.2 | -4 | -1 | -19
S=C1NC[C@H](CC2CCCCC2)N1CCc1cccc2ccccc12 | -7 | 0.7 | -5 | -2 | -3 | 0.2 | 6 | 1 | 1
CC1CCCCN1C(=O)CCNS(=O)(=O)c1ccc2c(c1)c(=O)n(C)c(=O)n2C (stereo not given) | 2 | 0.8 | 2 | -2 | -19 | 0.0 | -5 | 0 | 5
N#Cc1cc2c(nc1SCC(=O)Nc1nccs1)CCCCC2 | 0 | 6.9 | -7 | -1 | 4 | -0.1 | -2 | 2 | 20

Source: PubChem BioAssay
